# p53ts 32C tox = kills p53ts cells at the permissive temperature; H1299-p53A138V at 32C, ATP luminescence viability, 24 h; Potency, µM (highest dose often 46.1 µM), inactives show at the highest dose activity change, negative = cytotoxicity, usual class: cytotoxic; 0.93% of 130,000 active; AID 924;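 also: 0% = DMSO and -100% = full killing by reference compound; nearly all actives have a fitted effect of over 55% in size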
#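 H1299-p53 A138V cells (temperature-sensitive p53) exposed 24 h to up to 46 uM compound at 32C, where p53 is wild-type in conformation. Viability read as ATP luminescence and normalised to DMSO and 100 uM tamoxifen. AC50 fitted with the Hill equation.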
# p53ts 39C kill = cytotoxicity in p53ts cells at nonpermissive temperature | AID 902 | H1299-p53A138V viability at 39C, ATP luminescence, 24 h | Potency, µM (doses to about 46.1 µM), for inactives: at the highest dose activity change, negative = cell killing, hits mostly cytotoxic | 1.5% of 130,000 active; also: nearly all actives have a fitted effect of over 55% in size
# IkB sig inh = inhibitors of IkB signaling in ABC-DLBCL cells. 0.04% of 110,000 active. AID 445. Potency, µM (titrated, usually from 57.1 µM), inactives show at the top dose IkBa stabilization activation. ABC-DLBCL IkBa-CBG/CBR dual luciferase ratio, 4 h; response scale: scaled: untreated 0%, proteasome inhibitor 100%; active = well fitted curve in the direction sought with a large enough effect in the signal ratio, not every such curve was filed as active; inconclusive = small, poorly fitted or top-dose-only effect, or a change in a side signal; the % refers to the signal ratio;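 also: the direction sought is a rising ratio; 0% = basal untreated cells and 100% = reference inhibitor full response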
#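 In this assay, an IκBα–CBG68 fusion accumulates when IKK-driven degradation is blocked; native CBR normalizes for cell number. OCI-Ly3 cells were treated 4 h with compound and doxycycline, then green and red light read after Chroma-Glo addition.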
# Peg3 imprint = genomic imprint erasure induction | AID 1948 | mouse ES Peg3-LacZ reporter, beta-gal luminescence, 40 h | Potency, µM (doses to about 60.7 µM), for inactives: at the top dose activity change, positive = activation, most hits filed as activators | 0.02% of 110,000 active;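 also: 0% = negative control wells on the plate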
#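 Gelatin-coated wells received 300 freshly trypsinized female ES cells with a Peg3LacZ-Neo reporter on the maternal allele, then incubated 40 hours at 37C. BetaGlo was added for 5 minutes at room temperature before a single luminescence read.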
# An asterisk follows results filed as active; ? = inconclusive; / = not tested or not shown; [ ] = remark or other dose. Unless noted, calls follow the shape of the dose curve; as a rule, active = well fitted curve in the direction sought with a large enough effect; inconclusive = small, poorly fitted or top-dose-only effect, or another doubt; inactive = no such curve, though single readings can be large; an effect the other way counts as inactive or inconclusive. Unless noted, % is scaled to controls: 0 for no effect and ±100 for the full control effect; potency is read from the fitted curve at half-maximal effect.
SMILES,p53ts 32C tox,p53ts 39C kill,IkB sig inh,Peg3 imprint
Cc1c(NC(=O)Nc2ccc(C#N)cc2)c(=O)n(-c2ccccc2)n1C,11%,8%,2.1%,-4%[10.9 µM]
CCc1ccc(S(=O)(=O)Nc2cccc(-c3ccc(OC)nn3)c2)s1,-12%,-9%,?,-8%[10.9 µM]
Cc1ccccc1NC(=O)c1c(NC(=O)c2ccccc2)sc2c1CCC2,22%,23%,?,-15%[10.9 µM]
Cc1cccc(-c2nc(CSCC(=O)NCCCN3CCOCC3)c(C)o2)c1,8%,-4%,1.2%,0%
c1ccc(Oc2cccc(OCCn3cncn3)c2)cc1,3%,13%,-5.8%,-24%
CCOC(=O)c1ccccc1NC(=O)CSc1nnc(Cc2cccn2C)n1-c1ccc(F)cc1,9%,-8%,?,-16%
CC1Cc2nc(SCC(=O)Nc3ccc(F)cc3)n(C)c(=O)c2S1 (stereo not drawn),-4%,6%,2.0%,-18%
CCC(C)NC(=O)C1CCC(=O)N1Cc1ccc(C)cc1 (stereo not drawn),1%,-2%,-0.5%,-19%
Cc1ccc(C)c(N2CCN(C(=O)C3CCN(C(=O)c4cc5sccc5n4C)CC3)CC2)c1,28%,-26%,?,-17%[10.9 µM]
CCOC(=O)C1=C(C)Nc2nc(SCC)[nH]c(=O)c2C1c1ccncc1 (stereo not drawn),11%,-1%,0.2%,-9%
CC1=C(C(=O)OCc2ccccc2)C(c2ccc(C(F)(F)F)cc2)NC(=O)N1CCCCCC(=O)O (stereo not drawn),5%,-2%,/,-12%
O=C(c1cc(-c2ccc(Cl)cc2)on1)N(Cc1ccc(F)cc1)Cc1ccco1,-2%,8%,?,-15%[10.9 µM]
NC(=O)c1cc(-c2ccccc2)nc(N2CCOCC2)n1,13%,-1%,?,?
O=c1oc2c(CN3CCOCC3)c(O)c(Cl)cc2c2c1CCCC2,13%,18%,-1.3%,-3%
Cc1ccc2c(=O)c(C(=O)c3ccccc3)cn(CC(=O)Nc3ccccc3C)c2n1,-14%,13%,-2.0%,2%[10.9 µM]
COc1cc(NC(=O)CCn2cnc3ccccc3c2=O)cc(OC)c1,-4%,6%,1.8%,-11%[10.9 µM]
Cc1ccc(Oc2ccc(-c3nc(N)nc(N)n3)cc2)cc1,6%,-5%,?,-2%
O=C(CN1C(=O)CSC1=O)NC1CCCCC1,-1%,4%,0.6%,-3%
O=C(CCn1c(=O)c2cccn2c2ccc(F)cc21)NCCc1ccccc1,2%,?,1.2%,-7%[10.9 µM]
Cc1cccc2cc(CN(C(=O)c3cccc(Cl)c3)c3ccccc3)c(=O)[nH]c12,7%,6%,?,9%[10.9 µM]
CCOC(=O)c1c(C)c(C(=O)NCc2cccnc2)c(C)n1CC,1%,17%,-1.1%,-5%
COC(=O)c1ccc(C(=O)OC)c(NC(=O)CSc2nc(-c3ccco3)cc(C(F)(F)F)n2)c1,1%,11%,1.3%,7%
CCOC(=O)C1=C(N)OC2=C(C(=O)CC(C)(C)C2)C1c1cccs1 (stereo not drawn),7%,4%,/,/
CCC(=O)Nc1ccc(NC(=O)c2ccccn2)cn1,?,?,?,-73%[inhibitor]
CN(C)CCCNc1cc(Cl)c(S(=O)(=O)N2CCCCC2)cc1C(=O)O,4%,3%,0.7%,2%

# The final two records of the section above lead into the next.
SMILES,p53ts 32C tox,p53ts 39C kill,IkB sig inh,Peg3 imprint
CCC(=O)Nc1ccc(NC(=O)c2ccccn2)cn1,?,?,?,-73%[inhibitor]
CN(C)CCCNc1cc(Cl)c(S(=O)(=O)N2CCCCC2)cc1C(=O)O,4%,3%,0.7%,2%
Cn1c2ccccc2c2cnn(CC(=O)N3CCN(c4cccc(C(F)(F)F)c4)CC3)c(=O)c21,11%,-11%,-0.2%,-9%[10.9 µM]
CCOC(=O)c1oc2ccccc2c1NC(=O)c1ccc2c(c1)OCO2,-5%,-21%,-0.6%,-17%
CCN(CC)CCCNC(=O)N[C@@H](Cc1ccccc1)C(=O)O,3%,2%,2.1%,-10%
CCCC(=O)Nc1ccc(N2CCOCC2)cc1,-3%,6%,-0.6%,-9%
O=C(c1ccco1)N1CCC(c2nc(-c3ccccc3Cl)no2)CC1,-4%,-10%,0.5%,-6%
COc1ccc(-c2noc(-c3ccc(NC(C)c4ccccc4)c([N+](=O)[O-])c3)n2)cc1OC (stereo not drawn),22%,-21%,?,-11%[10.9 µM]
N#Cc1nc(Cc2cccc3ccccc23)oc1NCC1CCCO1 (stereo not drawn),-3%,-2%,4.1%,-12%
O=C(Cn1ncnn1)OCc1ccccc1Cl,8%,1%,0.4%,2%
COc1cc(-c2noc(CCC(N)=O)n2)cc(OC)c1OC,9%,8%,1.1%,-7%
O=c1c(S(=O)(=O)c2ccc(Cl)cc2)cn(Cc2ccccc2F)c2ccc(F)cc12,-3%,3%,/,/
COc1ccccc1N1CCN(CC(=O)Nc2cccc(F)c2)CC1,-5%,-1%,1.5%,0%
COCCCNC(=O)C12CCC(C)(C(=O)C1)C2(C)C (stereo not drawn),2%,2%,-0.4%,4%
COc1cccc(Cn2c(CNS(=O)(=O)c3ccc(C(C)(C)C)cc3)nc3cccnc32)c1,-6%,-15%,0.1%,-11%[10.9 µM]
O=C(O)c1cc(Cl)c(Cl)cc1C(=O)N1CCOCC1,-6%,4%,2.3%,2%
Cc1cc(C)c2c(CC(=O)Nc3c(C(=O)c4ccc(F)cc4)oc4ccccc34)coc2c1,0%,1%,-0.5%,-5%[10.9 µM]
O=C(NC1CC2CCCC(C1)N2C(=O)NC1CCCCC1)c1ccc(F)cc1 (stereo not drawn),-7%,1%,1.6%,-8%
COCCCNc1nc2c(c(=O)n(Cc3ccc(F)cc3)c(=O)n2C)n1C,-4%,8%,-1.1%,28%[10.9 µM]
CCCCNC(=O)C1CCN(c2nc(OC)nc(OC)n2)CC1,-13%,6%,/,/
CCN1C(=O)c2ccccc2S(=O)(=O)c2ccc(C(=O)NCc3ccccc3Cl)cc21,11%,-21%,?,24%[10.9 µM]
Cc1ccc(CNC(=O)CCS(=O)(=O)c2cccc3nsnc23)cc1,9%,-1%,2.2%,-5%
CC(NC(=O)COc1cccc(Br)c1)C(=O)O (stereo not drawn),-1%,3%,0.6%,-6%
COc1cccc(Cn2c(=O)c(-c3ccc(Cl)cc3)nc3cnc(OC)nc32)c1,-6%,-17%,0.9%[11.4 µM],21%
CCOc1ccc(NC(=O)c2cc3cc(C)ccc3n2C)cc1,-5%,13%,1.1%,-7%[10.9 µM]
O=C(NCCCc1nc2ccccc2n1Cc1cccc(Cl)c1)C1CCCCC1,6%,-18%,?,-9%[10.9 µM]
NC(=O)C[C@@H](N)c1nn[nH]n1,-11%[9.22 µM],1%[9.22 µM],-0.9%[11.4 µM],-6%[10.9 µM]

# Continued.
SMILES,p53ts 32C tox,p53ts 39C kill,IkB sig inh,Peg3 imprint
O=C(O)CCn1cnc2onc(-c3cc(F)cc(F)c3)c2c1=O,-3%,5%,33%,-10%[10.9 µM]
Cc1c(Cl)cccc1NC(=O)C(=O)NCCc1csc2nc(-c3ccccc3F)nn12,?,?,?,-1%[10.9 µM]
CCc1ccc(CNC(=O)c2nn(-c3ccc(C)c(C)c3)nc2CO)cc1,-3%,-22%,-0.4%,-13%[10.9 µM]
COc1ccc(-n2c(Cc3cccn3C)nnc2SCC(=O)Nc2ccccc2)cc1,-1%,1%,3.9%,-6%
COc1ccc(CNC(=O)c2nn(C)c3c2CSc2ccccc2-3)cc1,-4%,9%,-1.0%,-7%[10.9 µM]
CC(C)OCCCNC(=O)C1CCN(S(=O)(=O)N2CCCCC2)CC1,1%,2%,0.8%,-5%
CC(=O)c1ccc(NC(=O)C(C)Sc2nnnn2C)cc1 (stereo not drawn),-2%,-9%,0.2%,-4%
Cc1cccc(Cn2cnc3c(oc4ccccc43)c2=O)c1,1%,-7%,?,-6%[10.9 µM]
Cc1ccc(-c2nc3ccccc3o2)cc1NC(=O)c1cccc2c(Cl)cccc12,-5%,15%,-0.3%,-10%[10.9 µM]
Cc1ccc(NC(=O)COc2ccc3oc4c(c3c2)CCCC4)c(C)c1,7%,9%,?,-13%[10.9 µM]
Cc1ccc(CCNC(=O)CN(c2ccc(C)cc2)S(=O)(=O)c2c(C)noc2C)cc1,9%,15%,-1.3%,3%[10.9 µM]
Cc1ccc(-c2nc(-c3cc4cccc(OCc5cccc(C)c5)c4oc3=O)no2)cc1,14%,12%,?,-7%[10.9 µM]
Cn1nc(C(=O)N2CCN(c3ccccc3F)CC2)c2c1-c1ccccc1S(=O)(=O)C2,-3%,?,?,-13%[10.9 µM]
Cc1cc(C)cc(NC(=O)C(=O)NCCc2sc(-c3cccc(F)c3)nc2C)c1,2%,10%,-3.0%,-1%[10.9 µM]
Cc1ccccc1-n1c(Cn2c(=O)sc3ccccc32)nnc1SCC(N)=O,2%,-3%,4.1%,1%
COc1ccc2o/c(=N/NC(=S)Nc3ccccc3)c(C(N)=O)cc2c1,9%,?,/,/
Cc1ccccc1CCNCc1c(C(=O)O)c(C)n(Cc2c(F)cccc2Cl)c1C,1%,-8%,?,4%[10.9 µM]
Cc1nc(Nc2cccc(C(F)(F)F)c2)nc2c1C(=O)CC(C)C2 (stereo not drawn),17%,18%,-3.1%,-5%
CCc1nnc(NC(=O)c2c(OC)cccc2OC)s1,6%,4%,0.7%,-2%
CC(=O)NC(Cc1c[nH]c2ccccc12)C(=O)NCc1ccc2c(c1)OCO2 (stereo not drawn),-13%,-3%,-0.6%,-3%
O=C(CN1C(=O)COc2ccc(S(=O)(=O)N3CCCCC3)cc21)NCCc1ccc(Cl)cc1,6%,-9%,?,-12%[10.9 µM]
CCOC(=O)c1cccc2c1-c1ccccc1/C2=N/O,25%,-13%,?,-8%
CCOc1cc(N2CCOCC2)c(OCC)cc1NC(=O)COc1cccc2cccnc12,?,?,?,-26%
COCCCNC(=O)Nc1ccc(Br)cc1Cl,4%,-1%,-4.1%,-14%
CC(C)NC(=O)c1cc2cc(Br)ccc2oc1=O,4%,6%,0.8%,-14%

# Next part
SMILES,p53ts 32C tox,p53ts 39C kill,IkB sig inh,Peg3 imprint
O=C(CSc1nnc(Cn2nnc(-c3ccccc3)n2)n1-c1ccccc1)Nc1ccc(F)cc1,-3%,4%,?,4%
CCCC(=O)Nc1sc2c(c1C(=O)OC)C(C(=O)OC)CC2 (stereo not drawn),-13%,-23%,/,/
O=C(O)C1CCCN1c1ncnc2ccccc12 (stereo not drawn),8%,9%,-1.9%,0%
O=C(O)c1ccncc1.O=C(O)c1ccncc1.[Cl][Pt]([Cl])([Cl])[Cl],-1%[9.22 µM],13%[9.22 µM],-2.0%[11.4 µM],-2%[10.9 µM]
CCOC(=O)CNS(=O)(=O)c1cc(-c2nnc(Nc3cccc(O)c3)c3ccccc23)ccc1C,?,?,?,-10%[10.9 µM]
CC1(C)SCC(C(=O)O)N1C=O (stereo not drawn),-3%,6%,0.8%,4%

# Grouped by structure, those above containing an aryl methoxy group.
SMILES,p53ts 32C tox,p53ts 39C kill,IkB sig inh,Peg3 imprint
CCc1ccc(S(=O)(=O)Nc2cccc(-c3ccc(OC)nn3)c2)s1,-12%,-9%,?,-8%[10.9 µM]
COc1cc(NC(=O)CCn2cnc3ccccc3c2=O)cc(OC)c1,-4%,6%,1.8%,-11%[10.9 µM]
COc1ccc(-c2noc(-c3ccc(NC(C)c4ccccc4)c([N+](=O)[O-])c3)n2)cc1OC (stereo not drawn),22%,-21%,?,-11%[10.9 µM]
COc1cc(-c2noc(CCC(N)=O)n2)cc(OC)c1OC,9%,8%,1.1%,-7%
COc1ccccc1N1CCN(CC(=O)Nc2cccc(F)c2)CC1,-5%,-1%,1.5%,0%
COc1cccc(Cn2c(CNS(=O)(=O)c3ccc(C(C)(C)C)cc3)nc3cccnc32)c1,-6%,-15%,0.1%,-11%[10.9 µM]
CCCCNC(=O)C1CCN(c2nc(OC)nc(OC)n2)CC1,-13%,6%,/,/
COc1cccc(Cn2c(=O)c(-c3ccc(Cl)cc3)nc3cnc(OC)nc32)c1,-6%,-17%,0.9%[11.4 µM],21%
COc1ccc(-n2c(Cc3cccn3C)nnc2SCC(=O)Nc2ccccc2)cc1,-1%,1%,3.9%,-6%
COc1ccc(CNC(=O)c2nn(C)c3c2CSc2ccccc2-3)cc1,-4%,9%,-1.0%,-7%[10.9 µM]
COc1ccc2o/c(=N/NC(=S)Nc3ccccc3)c(C(N)=O)cc2c1,9%,?,/,/
CCc1nnc(NC(=O)c2c(OC)cccc2OC)s1,6%,4%,0.7%,-2%
